# Screening results: PubChem BioAssay, Broad Institute
# NSD2 block: inhibitors of human NSD2 methyltransferase; NSD2-SET H3K36me1 DELFIA fluorescence, biochemical; inhibition, % at 12.5 µM; 44,000 tested, 0.07% active; in the data active = inhibition above about 54%, passing the limit was not always enough;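 also: inhibitors reduce the monomethyl H3K36 fluorescence signal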
# Target sequence (O96028 whole entry, looked up): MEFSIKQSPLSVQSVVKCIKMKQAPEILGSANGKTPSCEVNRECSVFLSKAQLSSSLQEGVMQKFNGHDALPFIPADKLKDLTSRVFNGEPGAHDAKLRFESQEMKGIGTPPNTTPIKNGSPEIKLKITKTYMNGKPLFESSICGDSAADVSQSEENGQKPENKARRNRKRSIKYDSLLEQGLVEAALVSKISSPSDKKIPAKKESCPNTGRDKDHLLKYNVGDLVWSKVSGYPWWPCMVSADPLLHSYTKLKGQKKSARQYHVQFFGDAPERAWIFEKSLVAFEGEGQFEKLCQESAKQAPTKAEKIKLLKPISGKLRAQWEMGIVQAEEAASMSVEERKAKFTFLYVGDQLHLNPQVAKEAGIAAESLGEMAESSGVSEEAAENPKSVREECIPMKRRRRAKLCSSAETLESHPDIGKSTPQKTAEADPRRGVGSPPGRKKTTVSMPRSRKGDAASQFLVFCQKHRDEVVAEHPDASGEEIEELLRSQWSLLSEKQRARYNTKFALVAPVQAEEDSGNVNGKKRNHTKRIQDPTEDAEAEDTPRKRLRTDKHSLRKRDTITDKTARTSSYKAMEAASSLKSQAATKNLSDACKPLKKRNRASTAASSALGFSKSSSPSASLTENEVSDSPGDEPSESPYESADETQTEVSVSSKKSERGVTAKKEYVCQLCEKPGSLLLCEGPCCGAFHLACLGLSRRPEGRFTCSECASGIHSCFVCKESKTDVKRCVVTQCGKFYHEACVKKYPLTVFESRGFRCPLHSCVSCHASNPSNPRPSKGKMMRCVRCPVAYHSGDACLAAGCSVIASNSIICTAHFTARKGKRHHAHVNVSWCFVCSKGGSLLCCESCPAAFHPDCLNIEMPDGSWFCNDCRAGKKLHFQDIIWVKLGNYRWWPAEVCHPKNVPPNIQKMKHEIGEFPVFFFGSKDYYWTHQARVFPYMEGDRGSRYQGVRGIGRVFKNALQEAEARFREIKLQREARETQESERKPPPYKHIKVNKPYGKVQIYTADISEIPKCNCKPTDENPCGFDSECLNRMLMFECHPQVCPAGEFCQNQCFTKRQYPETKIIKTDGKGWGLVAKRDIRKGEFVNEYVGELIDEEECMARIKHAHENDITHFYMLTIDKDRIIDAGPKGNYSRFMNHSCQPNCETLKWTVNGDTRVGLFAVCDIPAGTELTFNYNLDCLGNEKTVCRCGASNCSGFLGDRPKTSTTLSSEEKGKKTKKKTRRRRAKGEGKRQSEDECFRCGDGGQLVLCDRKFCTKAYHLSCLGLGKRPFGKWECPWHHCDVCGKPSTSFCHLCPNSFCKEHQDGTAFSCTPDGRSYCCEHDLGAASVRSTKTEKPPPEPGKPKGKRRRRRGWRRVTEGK
# Starred values were filed as active, the others as inactive.
(1) O=C(c1ccccc1)N1CCN(c2ccc([N+](=O)[O-])c(NCc3cccnc3)c2)CC1
  NSD2 block = -11

(2) CN1CCN(C(=O)C[C@@H]2CC[C@@H](NS(=O)(=O)c3cccc(F)c3)[C@H](CO)O2)CC1
  NSD2 block = -1

(3) C[C@@H]1CCCCO[C@@H](CN(C)C)[C@H](C)CN([C@@H](C)CO)C(=O)c2cc(NS(=O)(=O)c3cccs3)ccc2O1
  NSD2 block = 2

(4) Cc1ccc(S(=O)(=O)Nc2ccc3c(c2)CC(=O)N([C@@H](C)CO)C[C@H](C)[C@@H](CN(C)S(=O)(=O)c2ccc(Cl)cc2)O3)cc1
  NSD2 block = -20

(5) C[C@H](CO)N1C[C@H](C)[C@@H](CN(C)Cc2ccc(Oc3ccccc3)cc2)Oc2ccc(NC(=O)CCCN(C)C)cc2CC1=O
  NSD2 block = 29

(6) CO[C@@H](CN(C)C(=O)c1ccc2c(c1)OCO2)[C@H](C)CN([C@H](C)CO)S(=O)(=O)c1ccc(C)cc1
  NSD2 block = 9

(7) CO[C@H]1C(=O)c2c(O)c(CC=C(C)C)c(O)c(CC=C(C)C)c2O[C@@H]1c1ccc(O)cc1
  NSD2 block = -5

(8) Cc1noc(C)c1NC(=O)N(C)C[C@@H]1Oc2ccc(NC(=O)Nc3cccc4ccccc34)cc2CC(=O)N([C@@H](C)CO)C[C@H]1C
  NSD2 block = -5

(9) O=C(C[C@H]1C=C[C@H](NC(=O)Nc2cc(F)ccc2F)[C@H](CO)O1)Nc1ccc(-c2ccccc2)cc1
  NSD2 block = 12

(10) O=C1c2c(O)cc(O)cc2OC(c2ccc(O)cc2)C1C1C(=O)c2c(O)cc(O)cc2OC1c1ccc(O)cc1 (stereo not given)
  NSD2 block = -25

# Seven of the compounds above, bar-delimited:
entry | Structure | NSD2 block
7 | CO[C@H]1C(=O)c2c(O)c(CC=C(C)C)c(O)c(CC=C(C)C)c2O[C@@H]1c1ccc(O)cc1 | -5
10 | O=C1c2c(O)cc(O)cc2OC(c2ccc(O)cc2)C1C1C(=O)c2c(O)cc(O)cc2OC1c1ccc(O)cc1 (stereo not given) | -25
5 | C[C@H](CO)N1C[C@H](C)[C@@H](CN(C)Cc2ccc(Oc3ccccc3)cc2)Oc2ccc(NC(=O)CCCN(C)C)cc2CC1=O | 29
6 | CO[C@@H](CN(C)C(=O)c1ccc2c(c1)OCO2)[C@H](C)CN([C@H](C)CO)S(=O)(=O)c1ccc(C)cc1 | 9
9 | O=C(C[C@H]1C=C[C@H](NC(=O)Nc2cc(F)ccc2F)[C@H](CO)O1)Nc1ccc(-c2ccccc2)cc1 | 12
1 | O=C(c1ccccc1)N1CCN(c2ccc([N+](=O)[O-])c(NCc3cccnc3)c2)CC1 | -11
3 | C[C@@H]1CCCCO[C@@H](CN(C)C)[C@H](C)CN([C@@H](C)CO)C(=O)c2cc(NS(=O)(=O)c3cccs3)ccc2O1 | 2

# Further results.
(11) C[C@H]1CN([C@@H](C)CO)C(=O)c2cccc(NC(=O)Nc3ccc4c(c3)OCO4)c2O[C@H]1CN(C)S(=O)(=O)c1cccs1
  NSD2 block = -1

(12) C[C@@H]1CN([C@@H](C)CO)C(=O)c2cc(NS(=O)(=O)c3cn(C)cn3)ccc2O[C@@H](C)CCCCO[C@@H]1CN(C)Cc1ccc(C(F)(F)F)cc1
  NSD2 block = -4

(13) C[C@@H]1CN([C@@H](C)CO)C(=O)c2cc(NS(=O)(=O)c3ccccc3)ccc2O[C@@H]1CN(C)S(=O)(=O)c1cccs1
  NSD2 block = 1

(14) COc1ccc(NC(=O)Nc2ccc3c(c2)C(=O)N([C@@H](C)CO)C[C@@H](C)[C@@H](CN(C)C(=O)NC2CCCCC2)OCCCC[C@H](C)O3)cc1
  NSD2 block = -2

(15) Cc1noc(C)c1NC(=O)Nc1ccc2c(c1)CC(=O)N([C@H](C)CO)C[C@H](C)[C@@H](CN(C)Cc1ccc(C(F)(F)F)cc1)O2
  NSD2 block = -3

(16) C[C@@H]1CN([C@H](C)CO)C(=O)c2cc(/C=C/c3ccccc3)cnc2O[C@@H]1CN(C)C(=O)c1ccc(F)cc1
  NSD2 block = 4

(17) C[C@@H]1CN([C@H](C)CO)C(=O)c2cccc(NC(=O)Nc3ccc4c(c3)OCO4)c2O[C@H]1CN(C)C(=O)Nc1ccc(C(F)(F)F)cc1
  NSD2 block = 1

(18) CC(C)NC(=O)Nc1ccc2c(c1)C(=O)N([C@@H](C)CO)C[C@H](C)[C@H](CN(C)C(=O)C1CCCCC1)OCCCC[C@H](C)O2
  NSD2 block = 3

(19) Cc1noc(C)c1NC(=O)Nc1ccc2c(c1)C(=O)N([C@H](C)CO)C[C@H](C)[C@H](CN(C)C(=O)Nc1ccccc1)O2
  NSD2 block = 1

(20) C[C@@H]1CCCCO[C@H](CN(C)S(=O)(=O)c2ccccc2)[C@@H](C)CN([C@@H](C)CO)C(=O)c2cc(NC(=O)Nc3ccc4c(c3)OCO4)ccc2O1
  NSD2 block = -6

(21) CC(C)NC(=O)N(C)C[C@H]1Oc2c(NC(=O)Nc3ccc(F)cc3)cccc2C(=O)N([C@@H](C)CO)C[C@H]1C
  NSD2 block = 6

(22) Cc1ccc(-c2ccc3c(c2)O[C@@H](CN(C)Cc2ccncc2)[C@H](C)CN([C@@H](C)CO)S3(=O)=O)cc1
  NSD2 block = 11

(23) CC(C)(C)c1ccc(-c2nnc(SCc3cccc(C(N)=O)c3)n2-c2ccc3c(c2)OCO3)cc1
  NSD2 block = 2

# Only part of the results is shown; the hit share may differ from the screen's.
